NSD2 inh = inhibitors of human histone methyltransferase NSD2. inhibition, % at 12.5 µM. hit rate 0.54% among 310,000. O96028. NSD2 peptide methylation, AlphaScreen, 120 min; in the data active = inhibition above about 50%
RTF Ca sens inh = cardiac RTF calcium desensitization; P19429+P45379; IANBD-labeled cardiac RTF, Ca2+ fluorescence; inhibition, % at 7.15 µM; hit rate 0.12% among 340,000;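 active = inhibition above the mean inhibition of all tested compounds plus 3 SD, cut at about 17% in these data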;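 also: assay run at fixed EC70 calcium of 1.6 mM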
dFosB activator = enhances mouse delta FosB homodimer DNA binding | P13346 | purified delta FosB, TAMRA-CDK5 oligo fluorescence polarization; percent of positive-control signal above neutral wells | activation, % at 25 µM | hit rate 0.99% among 340,000;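 active = mean activation above about 17%, with every replicate also reaching it, limit read from the data, passing the limit was not always enough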;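 also: fluorescence polarization rise as delta FosB binds a TAMRA Cdk5 AP-1 oligo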
Target sequence (P13346 whole entry, looked up): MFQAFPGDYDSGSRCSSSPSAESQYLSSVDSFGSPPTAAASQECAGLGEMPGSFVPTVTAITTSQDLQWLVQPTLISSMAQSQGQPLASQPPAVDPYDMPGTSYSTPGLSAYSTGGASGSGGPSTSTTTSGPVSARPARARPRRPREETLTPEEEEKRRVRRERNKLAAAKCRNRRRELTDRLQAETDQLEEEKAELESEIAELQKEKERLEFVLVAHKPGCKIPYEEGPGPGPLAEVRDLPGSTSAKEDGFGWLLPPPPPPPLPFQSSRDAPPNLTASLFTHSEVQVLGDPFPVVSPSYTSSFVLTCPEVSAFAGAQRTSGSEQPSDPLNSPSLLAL
PfHsp90 set2 = reduces growth (ATP signal) of yeast expressing P. falciparum Hsp90 | S. cerevisiae expressing PfHsp90, BacTiter-Glo ATP, 48 h; yeast lacking PDR1 and PDR3 efflux regulators | inhibition, % at 9.4 µM | hit rate 0.32% among 310,000 | AID 504621;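 active = every replicate shows inhibition above about 80%, whatever the replicate mean, limit read from the data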;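 also: 0% = DMSO neutral controls and 100% = 20 µM radicicol positive controls; yeast relying on Plasmodium falciparum Hsp90 in place of its own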
PvdQ acylase = P. aeruginosa PvdQ acylase inhibition; purified PvdQ acylase, fluorescence plate reader; inhibition, % at 10 µM; hit rate 0.063% among 340,000; in the data active = inhibition above about 30%, passing the limit was not always enough;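 also: 0% = vehicle neutral wells and 100% = reference inhibitor wells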
cardiac RTF act = cardiac RTF calcium sensitization; AID 493008; activation, % at 7.2 µM; P19429+P45379; IANBD-labeled TnC RTF fluorescence at EC20 calcium; 0% EC20 calcium, 100% full calcium; hit rate 0.24% among 340,000;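 active = activation above the mean over all tested compounds plus 3 SD, cut at about 30% in these data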;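 also: rise in fluorescence read as greater calcium sensitivity of cardiac thin filaments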
SUMO Mot1 rescue = SUMOylation pathway inhibition by Mot1-301 growth rescue. hit rate 1% among 320,000. S. cerevisiae Mot1-301 growth rescue, ATP luminescence, 38.5C; percent above DMSO median, 100 means doubled. growth rescue, % at 18.8 µM;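 active = every valid replicate shows activation above 250% relative to neutral control wells; inactive = the rest, any valid replicate at or below 250%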;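 also: OY570 slx delta 5 strain wells were the positive control but not used for scaling; some compounds called inactive have numbers as strong as hits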
Keap1-Nrf2 PPI = Keap1-Nrf2 (human) interaction inhibition. Q14145. Keap1 Kelch-Nrf2 peptide fluorescence polarization, 1536-well. inhibition, % at 9.4 µM. hit rate 0.15% among 340,000. AID 504523; in the data active = inhibition above about 12%;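 also: human Keap1 Kelch domain with fluorescein labeled Nrf2 9mer peptide probe; 0% = neutral control wells and 100% = peptide positive control; higher means more block of Keap1 binding to Nrf2 peptide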
Rtt109 HAT inh = inhibitors of Candida albicans Rtt109/Vps75 histone acetyltransferase; AID 540336; inhibition, % at 34.9 µM; hit rate 0.16% among 330,000; purified Rtt109/Vps75, ThioGlo CoA-SH fluorescence, 4 h;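 active = inhibition of at least 50% in every replicate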
Target sequence (Q5AAJ8 whole entry, looked up): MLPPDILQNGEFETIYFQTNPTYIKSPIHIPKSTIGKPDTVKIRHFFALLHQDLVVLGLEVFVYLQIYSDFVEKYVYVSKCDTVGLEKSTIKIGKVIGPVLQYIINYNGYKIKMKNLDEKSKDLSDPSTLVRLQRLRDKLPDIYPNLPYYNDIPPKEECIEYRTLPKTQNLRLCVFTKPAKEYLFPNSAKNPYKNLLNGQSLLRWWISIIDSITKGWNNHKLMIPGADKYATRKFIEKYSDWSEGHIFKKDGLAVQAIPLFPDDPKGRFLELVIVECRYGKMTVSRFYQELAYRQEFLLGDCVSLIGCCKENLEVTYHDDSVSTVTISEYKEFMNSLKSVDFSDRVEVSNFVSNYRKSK
C-LANA FP = blocks KSHV LANA C-terminal domain binding to DNA; hit rate 0.078% among 340,000; MBP-C-LANA/FAM-LBS DNA binding, fluorescence polarization; inhibition, % at 9 µM;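 active = highest replicate inhibition at or above 60% at 9 µM, even if other replicates fall short; inactive = all replicates below 60% inhibition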;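 also: 0% = neutral control wells and 100% = 4 µM acridine orange control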
CDK5 p35 inh = CDK5/p35 (human) kinase inhibition | Q00535+Q15078 | Recombinant CDK5/p35, ADP-Glo luminescence, 60 min | inhibition, % at 10 µM | hit rate 0.01% among 330,000 | AID 488839;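 active = highest replicate inhibition of at least 50% and at least 75% of replicates reaching 50%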;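 also: plate controls were DMSO neutral control for no effect and GW8510 at 10 µM for full effect; many of its hits are not listed in these tables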
* marks the source's active call; other numbers are inactive results; · = no result given; + = active, no number; & = joins results of further samples.

SMILES | NSD2 inh | RTF Ca sens inh | dFosB activator | PfHsp90 set2 | PvdQ acylase | cardiac RTF act | SUMO Mot1 rescue | Keap1-Nrf2 PPI | Rtt109 HAT inh | C-LANA FP | CDK5 p35 inh
Cc1[nH]c(-c2ccco2)nc1C(=O)O | -1 | 2 | -5 | 13 | 10 | -7 | -13 | -2 | 8 | 1.1 | 2.1
CN1CCN(C2=C(NS(=O)(=O)c3cccs3)C(=O)c3ccccc3C2=O)CC1 | 6 | 3 | 2 | 10 | -3 | 1 | 44 | 3 | -13 | 0.8 | 2.1
COc1ccc2[nH]c(C(=O)N(C)Cc3ccccc3)c(C)c2c1 | -1 | -6 | 2 | -39 | -9 | -1 | 49 | -2 | 2 | 0.5 | -0.6
COc1ccccc1NC(=O)N1CCCC1C(=O)NCc1cccs1 (centres undefined) | -1 | 1 | -2 | 23 | -3 | 4 | -22 | 1 | -2 | 0.6 | -1.6
COCCCNC(=O)/C=C/c1cccc(Cl)c1 | -1 | -10 | -5 | -29 | -10 | 5 | 14 | -3 | 1 | 0.4 | -1.6
CCOc1ccc(C2=Nn3c(CC)nnc3SC2)cc1 | -2 | -4 | -12 | -16 | -5 | 1 | -15 | -3 | 2 | -4.1 | 0.6
CC(C)c1c(C(=O)N/N=C2\CCc3ccccc32)nnn1-c1nonc1N | 9 | 5 | 2 | -12 | -2 | 3 | 3 | -4 | -6 | 0.7 | 0.6
NNc1ccc2c(C(F)(F)F)cc(C(F)(F)F)nc2n1 | -4 | 5 | -3 | -30 | -12 | 3 | 1 | -8 | -2 | -0.7 | -3.2
O=C(COC(=O)c1ccccc1)NCc1cccs1 | 1 | 3 | 8 | -5 | 0 | -2 | 209 | 1 | 6 | -0.5 | -0.3
CSCCC(NC(=O)c1ccccc1)C(=O)OCC(=O)c1ccc[nH]1 (centres undefined) | 0 | -6 | 2 | -10 | 3 | 8 | 0 | -2 | 5 | -0.6 | 0.8
COc1ccc(OC)c(NC(=O)c2cc(-c3cc(C)c(C)cc3O)n[nH]2)c1 | -1 | 2 | -13 | -9 | -3 | -1 | 85 | -4 | -1 | 3.8 | 0.5
O=C1C(=O)N(CCCn2ccnc2)C(c2ccc(Cl)cc2)/C1=C(\O)c1ccc2c(c1)OCCO2 (centres undefined) | -1 | -8 | -4 | 12 | 0 | 0 | 10 | -2 | -8 | -2.2 | -0.1
COc1nccc(Nc2ccccc2)c1C#N | · | 3 | -3 | 42 | -8 | 1 | -13 | -3 | 4 | 0.3 | -1.8
COc1ccc(S(=O)(=O)/C(C#N)=C/Nc2ccc(NC(C)=O)cc2)cc1 | 2 | -7 | -2 | -19 | -11 | -3 | -14 | -4 | -3 | 0.1 | 0.1
Cc1ccccc1NC(=O)c1oc(=O)c2ccccc2c1-c1ccccc1 | 29 | -4 | -12 | -8 | -13 | 2 | 10 | 1 | -7 | 0.3 | 0.1
CCc1ccc(-c2cc(C(F)(F)F)n3nc(C(=O)Nc4cnn(Cc5ccc(C)cc5)c4)cc3n2)s1 | -2 | -4 | 1 | -5 | 1 | -2 | 3 | 1 | -18 | -1.9 | -1.0
C/C(N)=C(/C#N)C(=O)CSc1nc2ccccc2c(=O)n1Cc1ccc(F)cc1 | 2 | -19 | -9 | 20 | -15 | 1 | -1 | -4 | 2 | 0.1 | 0.0
Cc1ccc(Nc2cc(C)nc3nc(C)nn23)c(C)c1 | · | -12 | -3 | -12 | 12 | 13 | -10 | -4 | 11 | 0.9 | 0.7
CCOC(=O)N1CCN(C(=O)CCn2nc(-c3ccc(Cl)cc3)ccc2=O)CC1 | · | 1 | -13 | 19 | -6 | 10 | 5 | -5 | 4 | -0.5 | 1.0
COc1cccc(/C=N/n2c(COc3ccccc3)n[nH]c2=S)c1OC | 23 | 4 | -7 | -22 | 5 | -4 | 7 | 1 | -11 | 0.6 | 1.4
CCCCCCC/C=N/Nc1nnc(Cc2ccccc2)c(=O)[nH]1 | 0 | -3 | 1 | -2 | -3 | 1 | -12 | 0 | -3 | 1.9 | -1.9
NCCCC(=O)N1c2ccccc2Sc2ccccc21 | · | -7 | -6 | 0 | -15 | -5 | 3 | 4 | 17 | -1.1 | 1.6
CCN(CC(=O)NCCc1ccc(F)cc1)Cc1nc2ccccc2c(=O)[nH]1 | 0 | -8 | -9 | -16 | 2 | 0 | -4 | 0 | 4 | -0.5 | 0.1
COc1ccccc1NC(=O)c1ccccc1-c1nc(-c2ccccc2OC)no1 | 3 | -2 | -9 | -25 | -5 | 2 | -9 | -3 | 5 | -0.4 | -0.3
O=C(CN1C(=O)NC2(CCCC2)C1=O)NCCN1C(=O)S/C(=C\c2ccccc2F)C1=O | 1 | 4 | -2 | -11 | -2 | -6 | 256 | -3 | 1 | -1.2 | -0.5
CC1(C)CC(=O)C(CC(=O)NC(=O)NCc2ccccc2)=C(O)C1 | 1 | -2 | -7 | · | -14 | 5 | 20 | 0 | -3 | 1.6 | -0.9
O=C(NCc1cccs1)C1CCCN1C(=O)Nc1ccccc1Cl (centres undefined) | -1 | -5 | 6 | 2 | 1 | -6 | -5 | 1 | 10 | -1.8 | 0.0
Cc1ccc(S(=O)(=O)N(CC(=O)N2CCOCC2)c2ccc(Br)cc2)cc1 | -2 | -5 | -3 | 1 | -10 | 1 | 27 | -2 | 3 | 2.3 | -2.5
O=C(NN1CCOCC1)c1ccccc1Br | -5 | -14 | 2 | -4 | -7 | 3 | -5 | -4 | -3 | -1.5 | -4.8
COc1ccc(N2CCN(C(=O)CSc3nnnn3-c3ccc4c(c3)OCCO4)CC2)cc1 | 0 | -1 | -4 | · | -7 | 11 | 9 | -1 | 1 | -1.7 | 1.1
Cc1cc(OCc2cc(C(=O)N(C)C3CCOCC3)no2)cc(C)c1Cl | -3 | -8 | 0 | -6 | 6 | 6 | 120 | 0 | 15 | -1.5 | 0.7
NS(=O)(=O)c1cc(C(=O)OCC(=O)N2CCc3ccccc3C2)ccc1Cl | 0 | -5 | -3 | -1 | 8 | 1 | 3 | -4 | 5 | -0.4 | 1.7
CCN(CC)S(=O)(=O)c1cc([N+](=O)[O-])ccc1NNC(=O)Nc1ccccc1OC | -1 | -8 | -1 | -22 | -6 | -10 | 5 | 7 | -15 | 2.0 | 0.0
Cc1cc(C)c(C2C(C#N)=C(N)Oc3n[nH]c(C)c32)cc1CN1CCOCC1 (centres undefined) | -2 | -5 | 4 | 20 | -11 | 1 | -11 | -1 | 16 | 1.1 | 0.9
O=c1cc(CN2CCc3ccccc3C2)nc2sccn12 | 5 | -21 | -6 | 24 | 2 | 0 | 5 | 2 | · | -2.6 | -1.6
Cn1c2ccccc2c2cc(C(=O)OCC(=O)N3CC(=O)Nc4ccccc43)sc21 | -1 | -20 | 39* | 4 | -11 | 13 | -6 | -3 | 0 | 1.7 | -0.1
COc1cc(C(=O)NNC(=O)Nc2ccc([N+](=O)[O-])cc2)cc(OC)c1OC | 7 | -15 | -8 | 2 | 3 | 10 | 26 | 5 | -1 | -0.7 | -1.6
CC(=O)[C@@]1(O)CC[C@H]2[C@@H]3C[C@H](C)C4=CC(=O)C=C[C@]4(C)[C@@]3(F)[C@@H](O)C[C@@]21C | · | -9 | 0 | -2 | 1 | -3 | -11&170 | 0 | 9 | 1.5 | -0.2
COc1ccc(NS(=O)(=O)c2ccc(C)c(C(=O)N3CCC3)c2)cc1 | 0 | -7 | -3 | · | -8 | 3 | -12 | -2 | 8 | 0.0 | -1.2
CCCC(=O)Nc1ccccc1NC(C)=O | -2 | 3 | 1 | -9 | 3 | -3 | 55 | 1 | -1 | 2.9 | 0.1

Quoted from the listing.
`Cc1cc(C)c(C2C(C#N)=C(N)Oc3n[nH]c(C)c32)cc1CN1CCOCC1` (centres undefined) @ cardiac RTF act = 1
`Cc1ccc(S(=O)(=O)N(CC(=O)N2CCOCC2)c2ccc(Br)cc2)cc1` @ RTF Ca sens inh = -5

The main list resumes; the 3 compounds before the break are reprinted first.
SMILES | NSD2 inh | RTF Ca sens inh | dFosB activator | PfHsp90 set2 | PvdQ acylase | cardiac RTF act | SUMO Mot1 rescue | Keap1-Nrf2 PPI | Rtt109 HAT inh | C-LANA FP | CDK5 p35 inh
CC(=O)[C@@]1(O)CC[C@H]2[C@@H]3C[C@H](C)C4=CC(=O)C=C[C@]4(C)[C@@]3(F)[C@@H](O)C[C@@]21C | · | -9 | 0 | -2 | 1 | -3 | -11&170 | 0 | 9 | 1.5 | -0.2
COc1ccc(NS(=O)(=O)c2ccc(C)c(C(=O)N3CCC3)c2)cc1 | 0 | -7 | -3 | · | -8 | 3 | -12 | -2 | 8 | 0.0 | -1.2
CCCC(=O)Nc1ccccc1NC(C)=O | -2 | 3 | 1 | -9 | 3 | -3 | 55 | 1 | -1 | 2.9 | 0.1
O=C1COc2ccc(C(=O)COC(=O)c3cc(S(=O)(=O)NCc4ccccc4)ccc3O)cc2N1 | 1 | -5 | 66* | 11 | -20 | 3 | 21 | -3 | -4 | 0.0 | -0.8
COc1ccc(-n2nc(C(=O)c3cccs3)cc(-c3nc4ccccc4[nH]3)c2=N)cc1 | -2 | 5 | -8 | · | 10 | 2 | 17 | 0 | 2 | 2.8 | -1.0
CN(C)c1ccccc1C(=O)N1CCCC(C(=O)c2ccc3ccccc3c2)C1 (centres undefined) | · | 1 | -9 | · | -17 | 7 | 12 | 1 | 6 | 1.5 | -2.9
O=C(c1cncs1)N1CCCC(CNS(=O)(=O)c2cccs2)C1 (centres undefined) | 1 | 1 | 0 | 5 | -12 | 7 | -15 | -7 | -3 | -3.1 | -2.8
COc1ccc(NC(=O)CSc2nnc(-c3cccs3)n2Cc2ccco2)cc1OC | 5 | -4 | -2 | 15 | -6 | 0 | 23 | -2 | 7 | -0.8 | -0.4
COc1ccc(N(CC(=O)Nc2ccc3c(c2)OCCO3)S(=O)(=O)c2cccnc2)cc1 | · | 2 | -2 | -14 | -3 | 12 | 7 | -8 | 5 | -1.2 | -2.8
O=C(COC(=O)c1ccc(OC(F)(F)F)cc1)Nc1ncccn1 | 0 | -6 | -4 | 4 | 11 | 1 | -21 | -3 | 2 | 1.6 | 1.9
O=C(Nc1ccc2oc(-c3ccccc3F)nc2c1)c1ncn[nH]1 | 0 | -10 | -6 | -7 | -2 | 5 | + | -3 | -3 | -0.4 | 0.2
COc1ccc(-n2c(C)nnc2SCC(=O)N2C(C)CCCC2C)cc1 (centres undefined) | -2 | -10 | -11 | 10 | -8 | -1 | 1 | -3 | -4 | 1.7 | -1.7
COc1ccc(-c2nc3ccccc3o2)cc1OC | · | 2 | -27 | -20 | -3 | 0 | 14 | 2 | 0 | 0.1 | 2.3
COc1ccc(/C=N/NC(=O)c2ccccc2O)cc1COc1ccccn1 | 1 | -6 | -10 | 8 | -8 | 1 | -9 | -1 | 3 | -0.8 | -5.2
COCC(C)n1c(C)cc(C(=O)COc2ccc(C)nc2[N+](=O)[O-])c1C (centres undefined) | 1 | 3 | -9 | 8 | 2 | 4 | 0 | -3 | 3 | 0.0 | 1.1

Compound activity as filed in PubChem BioAssay.
